From PubChem BioAssay
DUSP3 inh – inhibitors of human VHR1 phosphatase (DUSP3). inhibition, % at 13.3 µM. 0.52% of 290,000 active. AID 1654. recombinant VHR phosphatase, pNPP absorbance; in the data active means inhibition above about 50%; further: some compounds called inactive have numbers as strong as hits
Target sequence (P51452 whole entry, looked up): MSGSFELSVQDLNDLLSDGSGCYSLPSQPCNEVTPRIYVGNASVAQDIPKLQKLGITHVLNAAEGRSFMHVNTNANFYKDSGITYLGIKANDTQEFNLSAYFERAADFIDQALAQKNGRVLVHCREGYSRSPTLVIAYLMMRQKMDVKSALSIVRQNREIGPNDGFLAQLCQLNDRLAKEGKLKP
MazF activator – increases E. coli MazEF RNase cleavage of RNA; P0AE70; FAM/BHQ RNA-DNA oligo cleavage fluorescence, 5 h; activation, % at 20 µM; 0.32% of 350,000 active; AID 504720; in the data active means activation above about 50%
Target sequence (P0AE70 whole entry, looked up): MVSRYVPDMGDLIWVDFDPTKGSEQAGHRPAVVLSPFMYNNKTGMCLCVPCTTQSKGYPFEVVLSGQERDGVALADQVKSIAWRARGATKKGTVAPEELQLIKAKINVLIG
PfHsp40 rescue – restores yeast growth despite PfHsp40 toxicity; S. cerevisiae expressing PfHsp40, growth rescue, ATP luminescence; growth rescue, % at 12.5 µM; 0.68% of 340,000 active; in the data active means growth rescue above about 28%, passing the limit was not always enough; inconclusive means no clear call, values can overlap the other calls;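 further: yeast W303a lacking pdr1 and pdr3 grown in galactose medium; growth measured after three days at 30 °C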
Anthrax LF inh2 – blocks Bacillus anthracis lethal factor protease; P15917; multiplex microsphere protease cleavage assay, LF; inhibition, % at 10 µM; 0.12% of 360,000 active; AID 588501; in the data active means inhibition above about 30%; inconclusive means no clear call, values can overlap the other calls; further: plate controls were buffer without enzyme for full effect and enzyme alone for no effect
Rv3671c protease – Rv3671c (M. tuberculosis) protease inhibition. P9WHR9. inhibition, % at 5.96 µM. 0.048% of 320,000 active; in the data active means inhibition above about 38%;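 further: extracellular domain of Rv3671c used as enzyme; 0% = enzyme with DMSO and 100% = no enzyme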
Target sequence (P9WHR9 whole entry, looked up, the tested form may be a part): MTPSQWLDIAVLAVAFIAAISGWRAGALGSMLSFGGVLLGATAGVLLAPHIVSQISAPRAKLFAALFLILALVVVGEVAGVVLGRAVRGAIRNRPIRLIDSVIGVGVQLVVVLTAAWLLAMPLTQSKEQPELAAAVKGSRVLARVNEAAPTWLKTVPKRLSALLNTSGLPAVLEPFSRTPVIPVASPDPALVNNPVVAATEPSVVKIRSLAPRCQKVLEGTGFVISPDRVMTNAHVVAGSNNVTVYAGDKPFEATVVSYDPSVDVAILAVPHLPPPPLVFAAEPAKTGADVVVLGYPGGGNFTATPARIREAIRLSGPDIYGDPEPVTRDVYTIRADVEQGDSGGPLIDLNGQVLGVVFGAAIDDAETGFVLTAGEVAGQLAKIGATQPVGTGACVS
TcdB inh – blocks C. difficile toxin B glycohydrolase activity; P18177; AID 652162; TcdB glycohydrolase enzymatic assay, plate reader; inhibition, % at 9.99 µM; 0.24% of 350,000 active; in the data active means inhibition above about 10%
SARS 3CLpro inh – SARS-CoV 3CLpro protease inhibition. P0C6X7. recombinant SARS-CoV 3CLpro, quenched FRET peptide cleavage. inhibition, % at 6 µM. 0.14% of 290,000 active; in the data active means inhibition above about 12%
Yp Topo-I inh – blocks Yersinia pestis topoisomerase I activity; Y. pestis Topo-I cleavage product accumulation, plate reader; activity, % at 10 µM; 0.064% of 360,000 active; AID 504884; in the data active means activity above about 50%, passing the limit was not always enough; inconclusive means no clear call, values can overlap the other calls; further: inactives centre near 2
Vc quorum ag – inducers of Vibrio cholerae quorum light production without autoinducers; AID 588436; activation, % at 18.7 µM; 0.16% of 350,000 active; V. cholerae BH1578 lux reporter, luminescence, 6 h; in the data active means activation mostly above about 9.7%, no sharp cut-off; inconclusive means no clear call, values can overlap the other calls; inactive means mostly below about 3.7%; further: not every result past the cut was called active; inactives centre near 0; reference of the scale not given here
PriA SSB inh – inhibitors of Klebsiella pneumoniae PriA binding to SSB C-terminal tail; AlphaScreen SSBct-PriA binding, biotinylated peptide; inhibition, % at 33 µM; 0.6% of 430,000 active; AID 1272365; in the data active means inhibition mostly above about 37%, no sharp cut-off; inactive means mostly below about 20%;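 further: plate controls were negative control peptide for no effect and reference peptide for full effect; strong numbers were not always called active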
* marks the source's active call; other numbers are inactive results; & = joins results of further samples. Only part of the results is shown. The share of hits here may be higher or lower than overall.

What do the screens show for `C/C=C/C(=O)N1CC2(CC(c3cccc(NC(=O)/C(C)=C/C)c3)=NO2)C[C@H]1C(N)=O` (stereo partly specified)?
DUSP3 inh: 7; MazF activator: -8; PfHsp40 rescue: 0.2; Anthrax LF inh2: 5; Rv3671c protease: -6; TcdB inh: 0.3; Yp Topo-I inh: -5; Vc quorum ag: inactive; PriA SSB inh: 0

Results for O=C(NC12CCC(O)C(SC1)/C2=N/O)c1ccccc1 (stereo unspecified) ?
DUSP3 inh: 3; MazF activator: -2; PfHsp40 rescue: -0.3; Anthrax LF inh2: -11; Rv3671c protease: 0; SARS 3CLpro inh: -3; Yp Topo-I inh: 3; Vc quorum ag: inactive

What do the screens show for `O=C(COC(=O)c1ccccc1-n1cnnn1)c1ccc(Br)cc1`?
MazF activator: -1; PfHsp40 rescue: -1.1; Anthrax LF inh2: 2; Rv3671c protease: 6; TcdB inh: 1.4; Yp Topo-I inh: 0; Vc quorum ag: -0.8; PriA SSB inh: -12

How did COc1cc(OC)c(C2C(C#N)=C(N)OC3=C2C(=O)CC(C)C3)cc1OC (stereo unspecified) do in these assays?
DUSP3 inh: 22; MazF activator: 5; PfHsp40 rescue: -0.2; Anthrax LF inh2: -4; Rv3671c protease: 2; SARS 3CLpro inh: 6; Yp Topo-I inh: -3; Vc quorum ag: -0.1; PriA SSB inh: -3

How did Cc1ccc(C)c(NC(=O)CN(C)C(=O)/C=C/c2ccco2)c1 do in these assays?
DUSP3 inh: 2; MazF activator: 4; PfHsp40 rescue: -0.6; Anthrax LF inh2: 5; Rv3671c protease: 3; TcdB inh: -1.1; SARS 3CLpro inh: 8; Yp Topo-I inh: -4; Vc quorum ag: -0.3; PriA SSB inh: -10

Results for Cc1c(NC(=O)c2ccc3c4c(cccc24)CC3)c(=O)n(-c2ccccc2)n1C ?
DUSP3 inh: -2; MazF activator: 5; PfHsp40 rescue: -0.4; Anthrax LF inh2: -6; Rv3671c protease: 14; SARS 3CLpro inh: 3; Yp Topo-I inh: 3; Vc quorum ag: inactive; PriA SSB inh: -9

How did CC1(C)Cc2nc(-c3ccccc3)nc(SCC(O)CO)c2CO1 (stereo unspecified) do in these assays?
DUSP3 inh: 1; MazF activator: 3; Anthrax LF inh2: 1; Rv3671c protease: 8; TcdB inh: 0.8; SARS 3CLpro inh: -2; Yp Topo-I inh: 0; Vc quorum ag: inactive; PriA SSB inh: -2

How did Cc1ccn2c(=O)nc(SCC(=O)NCc3ccc4c(c3)OCO4)nc2c1 do in these assays?
MazF activator: 8; PfHsp40 rescue: -0.4; Anthrax LF inh2: -2; Rv3671c protease: -8; TcdB inh: 0.6; Yp Topo-I inh: -2; Vc quorum ag: 1.9; PriA SSB inh: 2

What do the screens show for `O=c1c2ccccc2nnn1Cc1cccc2ccccc12`?
DUSP3 inh: 7; MazF activator: 2; PfHsp40 rescue: 1.5; Anthrax LF inh2: 0; Rv3671c protease: -1; TcdB inh: 1.0; SARS 3CLpro inh: 0; Yp Topo-I inh: 13; Vc quorum ag: inactive; PriA SSB inh: -43

What do the screens show for `Cc1ccc(C)c(NC(=S)NCCc2ccc(S(N)(=O)=O)cc2)c1`?
MazF activator: 4; PfHsp40 rescue: -1.3; Anthrax LF inh2: -1; Rv3671c protease: 3; TcdB inh: -3.0; SARS 3CLpro inh: -3; Yp Topo-I inh: 8; Vc quorum ag: inactive; PriA SSB inh: -9

Results for CC1=NN(c2ccccc2)C(=O)/C1=C/c1ccc(-c2ccc(C)c(C(=O)O)c2)o1 ?
MazF activator: 11; PfHsp40 rescue: -0.6; Rv3671c protease: -19; TcdB inh: 1.1; PriA SSB inh: -7

How did CC(C)C1C(=O)N(Cc2cn(CCC3OCCCO3)nn2)CCS(=O)(=O)N1Cc1ccc(-c2ccncc2)cc1 (stereo unspecified) do in these assays?
MazF activator: 11; Anthrax LF inh2: 0; TcdB inh: 5.5; Yp Topo-I inh: 17; Vc quorum ag: 1.0

Results for Cc1cc2cc(CCNC(=O)CC(C)(C)C)c(=O)[nH]c2cc1C ?
DUSP3 inh: 9; MazF activator: 9; PfHsp40 rescue: 0.8; Anthrax LF inh2: -8; Rv3671c protease: -8; TcdB inh: -0.1; SARS 3CLpro inh: 1; Yp Topo-I inh: -7; Vc quorum ag: -0.2; PriA SSB inh: -6

How did O=C(CC1SC(N2CCOCC2)=NC1=O)Nc1ccccc1Cl (stereo unspecified) do in these assays?
MazF activator: -2; PfHsp40 rescue: -0.6; Anthrax LF inh2: -1; Rv3671c protease: -3; TcdB inh: -0.3; Yp Topo-I inh: 0; Vc quorum ag: -2.0; PriA SSB inh: -7

How did COc1ccc(S(=O)(=O)N2CCN(S(=O)(=O)c3ccc4c(c3)OCCO4)CC2)cc1C do in these assays?
DUSP3 inh: -4; MazF activator: 14; PfHsp40 rescue: 3.4; Anthrax LF inh2: 1; SARS 3CLpro inh: 3; Yp Topo-I inh: 21; Vc quorum ag: inactive; PriA SSB inh: 2

How did COc1cc(C(=O)Nc2nccs2)c(Br)c(OC)c1OC do in these assays?
DUSP3 inh: 2; MazF activator: 2; PfHsp40 rescue: -2.2; Anthrax LF inh2: -2; Rv3671c protease: -8; SARS 3CLpro inh: -1; Yp Topo-I inh: 8; Vc quorum ag: -1.7; PriA SSB inh: 7&9

What do the screens show for `Cc1ccc(N/C=C(\[N+](=O)[O-])S(=O)(=O)c2ccccc2)cc1`?
DUSP3 inh: 16; MazF activator: 10; PfHsp40 rescue: -0.7; Anthrax LF inh2: 1; Rv3671c protease: 4; TcdB inh: 0.5; SARS 3CLpro inh: 0; Yp Topo-I inh: -9; Vc quorum ag: -0.5; PriA SSB inh: -2

What do the screens show for `Cc1ccc(C(=O)Nc2ccccn2)cc1S(=O)(=O)N1CCOCC1`?
MazF activator: 2; PfHsp40 rescue: -0.2; Anthrax LF inh2: -2; Rv3671c protease: -2; TcdB inh: 0.6; Yp Topo-I inh: 1; Vc quorum ag: 1.8; PriA SSB inh: -7

What do the screens show for `COc1ccc(-c2c(-c3ccccc3OC)sc3ccccc23)cc1OC`?
DUSP3 inh: 24; MazF activator: -1; PfHsp40 rescue: -0.1; Anthrax LF inh2: -5; Rv3671c protease: 14; TcdB inh: 0.8; SARS 3CLpro inh: -3; Yp Topo-I inh: 21; Vc quorum ag: -0.4; PriA SSB inh: -6

Results for COCCNC(=O)CN(C(=O)CCC(=O)Nc1ccccn1)c1cc(C)ccc1C ?
DUSP3 inh: 26; MazF activator: 2; PfHsp40 rescue: 3.5; Anthrax LF inh2: 8; Rv3671c protease: -2; TcdB inh: -2.1; SARS 3CLpro inh: 0; Yp Topo-I inh: 5; Vc quorum ag: -0.1; PriA SSB inh: -11

How did O=c1[nH]nc(Cc2ccc(-c3cccc(Cl)c3)o2)c2ccccc12 do in these assays?
DUSP3 inh: 16; MazF activator: 22; PfHsp40 rescue: 1.0; Anthrax LF inh2: -25; Rv3671c protease: -2; SARS 3CLpro inh: 0; Yp Topo-I inh: 0; Vc quorum ag: -0.6; PriA SSB inh: 9

What do the screens show for `CCC(=NCCc1ccccc1)c1c(O)n(C)c(=O)n(C)c1=O`?
DUSP3 inh: 0; MazF activator: 6; PfHsp40 rescue: -0.8; Anthrax LF inh2: 15; Rv3671c protease: 1; TcdB inh: 1.6; SARS 3CLpro inh: -4; Yp Topo-I inh: 1; Vc quorum ag: -0.9; PriA SSB inh: -1

How did CC1CCN(CCc2nc3cc(NC(=O)Nc4ccccc4)ccc3n2C)CC1 do in these assays?
DUSP3 inh: 6; MazF activator: 12; PfHsp40 rescue: -0.2; Anthrax LF inh2: inconclusive; Rv3671c protease: 0; SARS 3CLpro inh: -7; Yp Topo-I inh: 6; Vc quorum ag: -0.6; PriA SSB inh: 3

Results for CCOC(=O)C1=C(COC(=O)c2ccc(Cl)cc2[N+](=O)[O-])NC(=O)NC1C (stereo unspecified) ?
MazF activator: 1; PfHsp40 rescue: 1.0; Anthrax LF inh2: -1; Rv3671c protease: 0; TcdB inh: 0.6; Yp Topo-I inh: 9; Vc quorum ag: 1.3; PriA SSB inh: -11

Results for N#C/C=C/C#N ?
MazF activator: 3; PfHsp40 rescue: -1.6; Anthrax LF inh2: -10; Rv3671c protease: 4; TcdB inh: 0.8; Yp Topo-I inh: -2; Vc quorum ag: -0.3; PriA SSB inh: -8

How did COc1ccc2nc(SCC(=O)N(C)CC(=O)Nc3ccc(F)cc3)[nH]c2c1 do in these assays?
MazF activator: 7; PfHsp40 rescue: 1.3; Anthrax LF inh2: -4; Rv3671c protease: -3; TcdB inh: 0.5; Yp Topo-I inh: -5; Vc quorum ag: inactive; PriA SSB inh: -5

What do the screens show for `O=C(O)CSc1nnc(CSc2nc3ccccc3s2)n1-c1ccccc1`?
DUSP3 inh: -6; MazF activator: -7; PfHsp40 rescue: 0.8; Anthrax LF inh2: -1; Rv3671c protease: -3; TcdB inh: 0.1; SARS 3CLpro inh: 4; Yp Topo-I inh: -6; Vc quorum ag: -0.4; PriA SSB inh: -4

What do the screens show for `Cc1cc(C)c(-c2cc(C)nc3ncnn23)c(C)c1`?
DUSP3 inh: 18; MazF activator: 3; PfHsp40 rescue: 0.0; Anthrax LF inh2: -5; Rv3671c protease: 2; TcdB inh: 1.7; SARS 3CLpro inh: 4; Yp Topo-I inh: -1; Vc quorum ag: inactive; PriA SSB inh: 11

What do the screens show for `CCOC(=O)N/N=C\c1ccc(OC/C=C/c2ccccc2)c(OC)c1`?
DUSP3 inh: 18; MazF activator: 7; PfHsp40 rescue: 6.0; Anthrax LF inh2: 0; Rv3671c protease: -8; TcdB inh: 1.9; SARS 3CLpro inh: 1; Yp Topo-I inh: 22; Vc quorum ag: 0.1

Results for CCOC(=O)C1=C(C)N=c2s/c(=C/c3ccc(OCC(=O)O)cc3)c(=O)n2C1c1ccc(OC)cc1OC (stereo unspecified) ?
DUSP3 inh: 2; MazF activator: 27; PfHsp40 rescue: -2.1; Rv3671c protease: -10; TcdB inh: 1.6; SARS 3CLpro inh: 5; Yp Topo-I inh: -5; Vc quorum ag: -0.4

Results for O=C1c2cccc3cccc(c23)C(=O)N1c1ccccn1 ?
DUSP3 inh: -9; MazF activator: -7; PfHsp40 rescue: -0.8; Anthrax LF inh2: -1; Rv3671c protease: 5; TcdB inh: 0.8; SARS 3CLpro inh: -2; Yp Topo-I inh: -2; Vc quorum ag: inactive; PriA SSB inh: -1

What do the screens show for `Cc1ccc(-c2nn(-c3ccccc3)cc2CN(C)C(=O)CCC(=O)O)cc1C`?
DUSP3 inh: 4; MazF activator: 15; PfHsp40 rescue: 1.7; Anthrax LF inh2: -2; Rv3671c protease: -7; TcdB inh: 1.5; SARS 3CLpro inh: 2; Yp Topo-I inh: 9; Vc quorum ag: -0.3; PriA SSB inh: -3

Three entries out of the list, arranged by number of heavy atoms, falling:
Results for CCOC(=O)C1=C(C)N=c2s/c(=C/c3ccc(OCC(=O)O)cc3)c(=O)n2C1c1ccc(OC)cc1OC (stereo unspecified) ?
DUSP3 inh: 2; MazF activator: 27; PfHsp40 rescue: -2.1; Rv3671c protease: -10; TcdB inh: 1.6; SARS 3CLpro inh: 5; Yp Topo-I inh: -5; Vc quorum ag: -0.4

What do the screens show for `O=C(O)CSc1nnc(CSc2nc3ccccc3s2)n1-c1ccccc1`?
DUSP3 inh: -6; MazF activator: -7; PfHsp40 rescue: 0.8; Anthrax LF inh2: -1; Rv3671c protease: -3; TcdB inh: 0.1; SARS 3CLpro inh: 4; Yp Topo-I inh: -6; Vc quorum ag: -0.4; PriA SSB inh: -4

Results for N#C/C=C/C#N ?
MazF activator: 3; PfHsp40 rescue: -1.6; Anthrax LF inh2: -10; Rv3671c protease: 4; TcdB inh: 0.8; Yp Topo-I inh: -2; Vc quorum ag: -0.3; PriA SSB inh: -8
